EPAC1 agonist: qHTS for Agonist of cAMP-regulated guanine nucleotide exchange factor 3 (EPAC1): primary screen. Rap guanine nucleotide exchange factor 3 (Homo sapiens), O95398. Potency, µM (series often up to 154 µM), inactives show at the highest dose activation, usual class: activators. AID 720707, 2013. 360,000 compounds, 0.073% hits. EPAC1 agonist qHTS, biochemical assay; response scale: 100% = response to 6.5 mM cAMP; note: potency is the fitted concentration of half-maximal effect; nearly all actives have a fitted effect of over 60% in size
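EPAC1 100 nM, Rap1B–BODIPY-GDP 250 nM, unlabeled GDP 50 uM; compound titration; 5 min RT; kinetic read ex480/em540 at 5-min intervals ×30 min; data normalized to 6.5 mM cAMP agonist control.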
CCT modulator: High-Throughput Screening for Modulators of Cytosolic Chaperonin Activity; 360,000 compounds, 0.3% hits; purified chaperonin ATPase assay, HTRF ADP detection, 30 min; AID 651819, 2012; activity change, % (no concentration beside the values), hits read low; in the data active = activity change below about -30%; note: % is set by controls: 0 for no effect and ±100 for the full control effect
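Enzyme 40 or 20 nM (batch-dependent) in Tris pH 7.4/KCl/MgCl2/DTT; cpd 76 uM single point; ATP 10 uM; 30 min 37 °C; Transcreener ADP HTRF detection, 30 min RT; ratio 665/615.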
IL-2 act: qHTS of IL-2 Activators | IL-2 activation reporter assay, cell-based qHTS; stimulated with anti-CD3/CD4/CD28 beads; in transgenic mouse T cells | AID 652025, 2013 | activation, % (series mostly up to about 46 µM) | 360,000 compounds, 0.065% hits; in the data active = activation above about 50%; inconclusive = mostly about 30% to 49%; note: 0% is about no effect
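Screening format: compound pinned onto unstimulated transgenic mouse T cells, 60 min incubation, then anti-CD3/anti-CD4/anti-CD28 bead stimulation for 18 hours at 37 degrees C, followed by EGFP and DsRed detection.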
EPAC1 antag: qHTS for Antagonist of cAMP-regulated guanine nucleotide exchange factor 3 (EPAC1): primary screen; Rap guanine nucleotide exchange factor 3 (Homo sapiens), O95398; EPAC1 GEF assay, Rap1b-BODIPY-GDP exchange fluorescence; Potency, µM (doses to about 115 µM), inactives show top-dose activity change, negative = inhibition, most hits filed as inhibitors; 360,000 compounds, 0.14% hits; AID 720709, 2013;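 note: potency is the fitted concentration of half-maximal effect; plate controls were vehicle for no effect and positive control for full effect; nearly all actives have a fitted effect of over 50% in size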
PI5P4K alpha inh: qHTS for Inhibitors of phosphatidylinositol 5-phosphate 4-kinase (PI5P4K). 330,000 compounds, 1.2% hits. Phosphatidylinositol 5-phosphate 4-kinase type-2 alpha (Homo sapiens), P48426. max response, %. PI5P4Kalpha enzyme, ADP-Glo luminescence, 60 min; active compounds read low; active = max response of -50% or lower; inconclusive = between -30% and -50%; inactive = -30% or higher; note: value at the top dose of about 77 µM; % is set by controls: 0 for no effect and ±100 for the full control effect
Target sequence (P48426 whole entry, looked up): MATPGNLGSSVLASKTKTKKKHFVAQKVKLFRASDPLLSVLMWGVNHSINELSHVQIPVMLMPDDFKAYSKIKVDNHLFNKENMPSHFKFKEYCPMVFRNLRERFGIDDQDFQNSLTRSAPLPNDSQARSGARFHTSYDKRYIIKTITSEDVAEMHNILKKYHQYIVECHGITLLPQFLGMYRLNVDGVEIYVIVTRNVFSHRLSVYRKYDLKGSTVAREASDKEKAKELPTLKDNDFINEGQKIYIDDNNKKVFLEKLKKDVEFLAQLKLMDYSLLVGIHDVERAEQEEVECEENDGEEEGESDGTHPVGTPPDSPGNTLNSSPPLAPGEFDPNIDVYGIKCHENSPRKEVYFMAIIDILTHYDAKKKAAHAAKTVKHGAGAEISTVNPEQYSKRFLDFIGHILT
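Compounds were pin-transferred onto PI5P4Kalpha and substrate in HEPES pH 7.4 buffer with EGTA, CHAPS and 5% DMSO. ATP (5 microM final) started the reaction, which ran 60 minutes at room temperature before ADP-Glo detection.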
WRN helicase inh: qHTS for Inhibitors of WRN Helicase; Bifunctional 3'-5' exonuclease/ATP-dependent helicase WRN (Homo sapiens), Q14191; WRN helicase unwinding, fluorescent forked duplex, kinetic; Potency, µM (doses to about 114 µM), inactives show at the highest dose activity change, negative = inhibition, most hits filed as inhibitors; 360,000 compounds, 0.46% hits; AID 651768, 2012; note: potency is the fitted concentration of half-maximal effect; % is set by controls: 0 for no effect and ±100 for the full control effect; nearly all actives have a fitted effect of over 55% in size
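Kinetic fluorescence helicase assay: unwinding of a quenched forked DNA duplex (100 nM final) with 2 mM ATP final raises red fluorescence (525/598 nm). Compounds sat 15 min at room temperature with 20 nM WRN beforehand.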
EPAC2 ag: qHTS for Agonist of cAMP-regulated guanine nucleotide exchange factor 4 (EPAC2): primary screen. 360,000 compounds, 0.079% hits. Potency, µM (doses to about 154 µM), for inactives: at the top dose activation, usual class: activators. EPAC2 activation, biochemical qHTS; response scale: 100% = 6.5 mM cAMP response; note: potency is the fitted concentration of half-maximal effect; nearly all actives have a fitted effect of over 50% in size
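Each well held 100 nM EPAC2, 250 nM RAP1B-BODIPY-GDP and 50 uM GDP. Fluorescence, read at 5-min intervals to 30 min, was referenced to a 6.5 mM cAMP positive control.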
PLK1 PBD inh: qHTS for Inhibitors of PLK1-PDB (polo-like kinase 1 - polo-box domain): Primary Screen | Serine/threonine-protein kinase PLK1 (Homo sapiens), P53350 | Plk1 PBD binding of FITC phosphopeptide, fluorescence polarization | Potency, µM, for the others: max response, negative = inhibition, actives largely listed as inhibitors | 360,000 compounds, 2.8% hits | AID 720504, 2013; note: potency is the fitted concentration of half-maximal effect; series mostly up to about 57 µM; % is set by controls: 0 for no effect and ±100 for the full control effect; nearly all actives have a fitted effect of over 65% in size
Target sequence (P53350 whole entry, looked up, the tested form may be a part): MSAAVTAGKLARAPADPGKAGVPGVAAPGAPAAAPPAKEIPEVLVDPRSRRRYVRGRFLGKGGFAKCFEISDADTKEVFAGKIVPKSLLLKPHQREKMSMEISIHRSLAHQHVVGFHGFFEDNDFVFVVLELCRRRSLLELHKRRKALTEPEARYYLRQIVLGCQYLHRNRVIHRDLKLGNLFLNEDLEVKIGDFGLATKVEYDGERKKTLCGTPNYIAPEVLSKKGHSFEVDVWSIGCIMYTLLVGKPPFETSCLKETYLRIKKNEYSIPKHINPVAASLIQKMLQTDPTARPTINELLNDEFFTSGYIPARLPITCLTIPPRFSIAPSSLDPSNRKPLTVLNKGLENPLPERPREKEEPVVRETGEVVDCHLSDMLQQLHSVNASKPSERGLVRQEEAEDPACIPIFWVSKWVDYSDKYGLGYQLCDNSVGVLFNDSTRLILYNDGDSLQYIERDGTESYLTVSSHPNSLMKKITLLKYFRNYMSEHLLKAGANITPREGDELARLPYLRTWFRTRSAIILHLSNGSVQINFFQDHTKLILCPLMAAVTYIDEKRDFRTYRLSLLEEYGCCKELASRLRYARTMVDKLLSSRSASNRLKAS
Numbers without * were called inactive; ? = inconclusive; · = no result given; & = joins results of further samples; ! = a repeat was not active; [ ] = remark or other dose. Unless noted, calls come from the whole dose curve; as a rule, active = well fitted curve in the direction sought with a large enough effect; inconclusive = small, poorly fitted or top-dose-only effect, or another doubt; inactive = no such curve, though single readings can be large; an effect the other way counts as inactive or inconclusive.

SMILES	EPAC1 agonist	CCT modulator	IL-2 act	EPAC1 antag	PI5P4K alpha inh	WRN helicase inh	EPAC2 ag	PLK1 PBD inh
Oc1cccc2c3c(oc12)CCCC3	6%	0.6	-0.6	-5%	11	-1%	11%	-4%
Cc1cccc(C)c1C(OCCN(C)C)C1CCCCC1 (stereo not drawn)	-13%	-0.8	1.7	-1%	-21	2%	-10%	-5%
O=C(NCCN1CCOCC1)C1CCN(Cc2ccccc2O)CC1	-4%	4.3	20	12%	·	4%	-3%	4%
Cc1c(C)[n+](=O)c2c(n1[O-])C(Br)CCC2Br (stereo not drawn)	-5%	0.6	2.1	2%	4	-14%	-2%	-11%
O=S(=O)(c1ccc(Cl)s1)N1CCN(C/C=C/c2ccccc2)CC1	17%	0.2	-3.1	-19%	12	-4%	23%	-6%
Cc1ccc(-c2nnc(CSc3nncn3N)o2)cc1	3%	2.1	3.1	-3%	-7	-7%	-1%	-2%
COc1ccc2nc(Nc3nc(-c4cc5ccccc5oc4=O)cs3)sc2c1	25%	0.6	57*	23%	-2	-14%	13%	6%
Nc1ccn([C@@H]2O[C@H](CNCc3cccc(OC4CCCC4)c3)[C@@H](O)[C@H]2O)c(=O)n1	-2%	-0.7	-2.1	2%	3	6%	-1%	7%
O=c1cc(N=Nc2ccc(Cl)cc2)[nH]c(=O)[nH]1	12%	-0.4	-0.8	-5%	-1	-1%	11%	-36%
CCOC(=O)c1sc(N2N=C(C)C(N=Nc3cccc(C)c3)C2=O)nc1C (stereo not drawn)	-10%	0.9	2.7	?	?	-23%[11.6 µM]	-6%	-8%
CCOC(=O)N1CCN(C(=O)c2ccccc2NC(=O)COc2ccccc2C)CC1	10%	-1.3	-3.4	10%	2	3%	19%	-13%
CSc1nnc(SCC(=O)N(C)c2c(N)n(Cc3ccccc3)c(=O)[nH]c2=O)s1	-10%	-0.5	-0.2	12%	1	-7%	-1%	-9%
O=C(CC1S/C(=N/N=C/c2cccs2)NC1=O)Nc1ccc(Cl)c(Cl)c1 (stereo not drawn)	2%	0.7	-1.7	-6%	14	2%	10%	-9%
COc1cc(OC)c(NS(=O)(=O)c2c(C(=O)N3CCCCC3)c(C)n(C)c2C)cc1Cl	6%	-2.6	2.3	-8%	2	0%	11%	-4%
CC1CC(C)CN(C(=O)C2CCC(CNc3c(N4CCCCC4)c(=O)c3=O)CC2)C1 (stereo not drawn)	0%	-2.2	-0.2	-2%	-4	7%	1%	-7%
CCCCNC(=O)CCn1c(=O)c2cccn2c2ccc(F)cc21	-10%	-0.2	-1.3	1%	2	7%	6%	3%
CC1(C)CC(=O)C2=C(C1)OC(N)=C(C#N)C2c1ccc[nH]1 (stereo not drawn)	-1%	0.3	4.6	-19%	-16	-13%[57.1 µM]	6%	?
COc1cc(OC)cc(C(=O)N/N=C/c2ccc(OC)c(COc3ccc4ccccc4c3)c2)c1	8%	-1.0	-2.4	6%	12	-4%	-1%	-5%
COc1ccc2c(C=Nc3c(C)n(C)n(-c4ccccc4)c3=O)c(O)n(Cc3ccco3)c(=O)c2c1	15%&-17%	-1.4&-0.2	65*!	?	4&4	-15%&-4%	-82%[15.6 µM]	?
Cc1ccc(S(=O)(=O)N2CCOCC2)cc1C(=O)OC(C)C(=O)c1ccccc1 (stereo not drawn)	15%	1.6	-4.5	1%	2	-8%	5%	-1%
COc1ccc(OC)c(/C=N/NC(=O)c2ccc3nc[nH]c3c2)c1	2%	1.4	0.3	15%	0	10%	5%	-2%
COC(=O)C1CC(=O)N(c2ccc(OCc3ccccc3Cl)cc2)C1 (stereo not drawn)	-1%	0.1	-0.1	6%	-3	1%	17%	6%
O=C(NCc1ccccn1)C1C2C=CC(C2)C1C(=O)Nc1ccc(F)cc1 (stereo not drawn)	-5%	-1.4	0.0	-8%	-2	2%	9%	-8%
Cc1cccc(C)c1NC(=O)CNC(=O)c1ccc(N2CCOCC2)c([N+](=O)[O-])c1	3%	-1.5	2.5	-4%	-2	7%	5%	-14%
Cc1ccc(NS(=O)(=O)c2ccc(NC(=O)c3ccc(-c4ccccc4)cc3)cc2)c(C)c1	-12%	2.2	2.0	8%	-15	13%	-1%	24µM*
Following part:
SMILES	EPAC1 agonist	CCT modulator	IL-2 act	EPAC1 antag	PI5P4K alpha inh	WRN helicase inh	EPAC2 ag	PLK1 PBD inh
Cc1ccc(NC(=O)C(C)c2cccc(C(=O)c3ccccc3)c2)cc1 (stereo not drawn)	?	2.3	-1.6	-20%	·	-16%	18%	-3%
CCn1c(=S)sc2c(=O)n(CC(=O)Nc3ccccc3OC)c(C)nc21	1%	-1.5	7.8	-27%	7	-2%[57.1 µM]	9%	-9%
Cc1ccc(C(=O)NCCc2cccc(Cl)c2)cc1[N+](=O)[O-]	0%	-1.3	3.9	-7%	-8	3%	9%	-2%
COc1ccc(NC(=O)Cn2nnc(C(=O)Nc3ccc(F)c(Cl)c3)c2N)cc1	-3%	-0.5	0.2	-6%	-6	-1%	8%	-22%
CC(C)NC(=O)C1(C)CN(S(C)(=O)=O)CC(=O)N1Cc1cccc(C(F)(F)F)c1 (stereo not drawn)	-8%	·	0.1	-8%	1	11%	19%	-12%
O=C(COC(=O)Cc1ccsc1)Nc1ccc(Cl)cc1F	0%	2.5	0.4	5%	2	-3%	10%	2%
CC(=O)NCc1ccc(C(=O)CN2C(=O)NC3(CCCCC3C)C2=O)s1 (stereo not drawn)	-13%	-0.3	1.1	2%	-11	-15%	1%	-11%
[O-]C1=N/[N+](=C/c2ccc(Cl)c(Cl)c2)CC1	3%	-0.7	-0.4	10%	-6	-15%	6%	-9%
CCC(=O)N1CCC2(CC1)Oc1ccc(Cl)cc1C(=O)C21CC(c2ccc(Cl)cc2)=NO1 (stereo not drawn)	3%	-1.5	-0.3	-2%	4	-3%	10%	-6%
CCCCc1cc(=O)oc2cc(C)cc(OCC(=O)NCc3ccncc3)c12	-14%	1.4	-4.2	0%	-4	0%	5%	-7%
Cc1onc(-c2ccccc2)c1C(=O)NCc1ccccn1	4%	-1.3	0.2	14%	-2	0%	0%	-2%
NC(=O)CSc1nccn1Cc1ccc2c(c1)OCO2	-4%	2.2	1.4	-8%	2	-6%[57.1 µM]	4%	-3%
O=C(CCNC(=O)c1ccco1)Nc1ccc(Cl)cc1	15%	0.2	0.9	5%	-12	-3%	7%	30µM*
C=CCSc1nc2c(c(=O)[nH]c(=O)n2C)n1C(C)C	8%	-7.1	-0.3	-12%	-18	-27%	1%	27µM*
COc1ccc(C2(C)NC(=O)N(CC(=O)c3ccc4c(c3)OCO4)C2=O)cc1 (stereo not drawn)	-2%	-1.8	0.1	0%	-7	-17%	11%	5%
CC(Cc1ccccc1)C(=O)NCCO (stereo not drawn)	0%	0.0	-0.3	9%	4	2%	0%	-7%
N#Cc1ccc(CSCC(=O)NN=C2CCCC2)cc1	14%	-1.5	-0.1	-16%	0	4%	4%	-7%
CCCCC1NC(C(=O)O)CS1 (stereo not drawn)	7%	-2.4	-0.8	16%	16	4%	11%	-4%
CC(C)c1ccccc1OCCNS(C)(=O)=O	-6%	-2.7	0.2	9%	-2	4%	2%	-2%
Cc1cc(S(=O)(=O)N2CCN(c3ccc(F)cc3)CC2)ccc1-n1cnnn1	-13%	1.7	-0.7	-23%	-3	-4%[57.1 µM]	9%	3%
CC1CCN(c2c(NCC3CCC(C(=O)N4CCCC(C)C4)CC3)c(=O)c2=O)CC1 (stereo not drawn)	8%	2.0	4.3	-1%	0	-3%	8%	-7%
CC(C)(C)c1ccc(S(=O)(=O)N2CCN(c3ccccn3)CC2)cc1	2%	-2.8	-2.4	15%	1	2%	-3%	1%
CCN1CCc2c(C#N)c(N3CCCCC3)nc(N3CCOCC3)c2C1	16%	0.6	-0.7	-24%	4	5%[57.1 µM]	-2%	-8%
CC1CCCC(NC(=O)COC(=O)CCC2CCCC2)C1C (stereo not drawn)	0%	-13	0.4	-15%	0	1%	?	-8%
CCN(CC)C(=O)c1c(Cl)nc(C)c([N+](=O)[O-])c1C	1%	-0.9	-1.7	-16%	-1	4%	5%	-5%
Carrying on:
SMILES	EPAC1 agonist	CCT modulator	IL-2 act	EPAC1 antag	PI5P4K alpha inh	WRN helicase inh	EPAC2 ag	PLK1 PBD inh
COc1ccc(CCNCC(O)COc2cccc(Br)c2)cc1OC (stereo not drawn)	3%	1.3	-1.4	-2%	-2	0%	-5%	-1%
O=C(CN1CCN(Cc2ccccc2)CC1)N/N=C/c1ccco1	-2%	-0.5	0.7	-6%	-1	4%	-4%	-2%
O=C(Nc1ccc(N2CCN(C(=O)c3ccco3)CC2)c(Cl)c1)c1cccs1	-2%	-1.8	3.1	-7%	1	-32%[57.1 µM]	12%	-9%
CCCc1c(O)nc(SCC(=O)N2CCCCC2)[nH]c1=O	-4%	-7.3	0.0	2%	-21	3%	0%	1%
COCCN(C(=O)CSc1n[nH]c(-c2ccccc2)n1)c1c(N)n(Cc2ccccc2)c(=O)[nH]c1=O	2%	-1.7	-5.8	-13%	-2	-6%	0%	-12%
N#CCSc1nc(-c2ccccc2)nc2ccccc12	2%	0.1	-1.9	3%	0	5%	1%	5%
S=C(NCc1ccccc1)NCC1COc2ccccc2O1 (stereo not drawn)	16%	-1.2	-1.3	0%	·	-2%	20%	-8%

Whole records as entered above. Order of values: EPAC1 agonist | CCT modulator | IL-2 act | EPAC1 antag | PI5P4K alpha inh | WRN helicase inh | EPAC2 ag | PLK1 PBD inh
`[O-]C1=N/[N+](=C/c2ccc(Cl)c(Cl)c2)CC1` as listed: 3% | -0.7 | -0.4 | 10% | -6 | -15% | 6% | -9%
`COc1ccc2nc(Nc3nc(-c4cc5ccccc5oc4=O)cs3)sc2c1` as listed: 25% | 0.6 | 57* | 23% | -2 | -14% | 13% | 6%
`CCOC(=O)c1sc(N2N=C(C)C(N=Nc3cccc(C)c3)C2=O)nc1C` (stereo not drawn) as listed: -10% | 0.9 | 2.7 | ? | ? | -23%[11.6 µM] | -6% | -8%

Compound activity from PubChem BioAssay.

Only part of the results is shown. The share of hits here may be higher or lower than overall.
